EPAC1 antag: qHTS for Antagonist of cAMP-regulated guanine nucleotide exchange factor 3 (EPAC1): primary screen; AID 720709, 2013; EPAC1 GEF assay, Rap1b-BODIPY-GDP exchange fluorescence; Potency, µM (highest dose often 115 µM), for inactives: at the highest dose activity change, negative = inhibition, usual class: inhibitors; actives 0.14% (n = 360,000);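 note: potency is the fitted concentration of half-maximal effect; plate controls were vehicle for no effect and positive control for full effect; nearly all actives have a fitted effect of over 50% in size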
Target sequence (O95398 whole entry, looked up): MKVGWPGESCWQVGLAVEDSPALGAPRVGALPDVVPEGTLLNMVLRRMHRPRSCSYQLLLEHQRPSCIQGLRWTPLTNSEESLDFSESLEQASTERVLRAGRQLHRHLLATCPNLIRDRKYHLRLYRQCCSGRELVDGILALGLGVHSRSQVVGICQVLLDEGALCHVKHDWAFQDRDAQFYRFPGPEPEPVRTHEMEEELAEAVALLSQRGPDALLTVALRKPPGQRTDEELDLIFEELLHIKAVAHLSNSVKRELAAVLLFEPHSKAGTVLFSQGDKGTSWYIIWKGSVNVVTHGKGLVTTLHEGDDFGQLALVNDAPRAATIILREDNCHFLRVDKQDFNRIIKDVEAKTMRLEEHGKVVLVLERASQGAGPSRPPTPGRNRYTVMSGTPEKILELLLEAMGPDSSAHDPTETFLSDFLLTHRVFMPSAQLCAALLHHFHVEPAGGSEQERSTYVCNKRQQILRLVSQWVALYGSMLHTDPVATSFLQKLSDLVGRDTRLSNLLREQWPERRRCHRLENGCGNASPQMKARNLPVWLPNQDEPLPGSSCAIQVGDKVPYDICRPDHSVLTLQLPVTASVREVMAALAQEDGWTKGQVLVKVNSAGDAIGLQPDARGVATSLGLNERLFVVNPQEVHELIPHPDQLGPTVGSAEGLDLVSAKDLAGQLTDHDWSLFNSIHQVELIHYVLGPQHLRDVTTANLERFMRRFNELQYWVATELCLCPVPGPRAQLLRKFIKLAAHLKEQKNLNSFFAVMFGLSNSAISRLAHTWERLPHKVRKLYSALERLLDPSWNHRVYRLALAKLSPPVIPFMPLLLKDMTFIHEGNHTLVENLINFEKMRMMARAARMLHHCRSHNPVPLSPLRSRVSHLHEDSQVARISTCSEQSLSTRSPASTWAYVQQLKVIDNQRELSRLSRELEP
Abeta rescue: qHTS for compounds that reverse cellular toxicity of Amyloid beta (A-beta) peptide in yeast: Primary Screen | yeast expressing A-beta42, growth rescue, OD600, 48 h; response scale: 0% DMSO, 100% iron-clioquinol control | Potency, µM (series often up to 46.1 µM), without a hit: at the top dose growth rescue, actives largely listed as activators | actives 0.063% (n = 410,000) | AID 1347071, 2019; note: potency is the fitted concentration of half-maximal effect; nearly all actives have a fitted effect of over 55% in size
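Yeast A-beta toxicity model in growth medium with pinned compounds, 48 h at 30 C; growth read as absorbance at 600 nm. Normalized to FeCl3/clioquinol equimolar mix (positive) and DMSO (negative).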
IL2 activator: qHTS of IL-2 Activators; IL-2 activation reporter assay, cell-based qHTS; stimulated with anti-CD3/CD4/CD28 beads; in transgenic mouse T cells; activation, % (series mostly up to about 46 µM); actives 0.065% (n = 360,000); AID 652025, 2013; in the data active = activation above about 50%; inconclusive = mostly about 30% to 49%; note: 0% is about no effect
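EGFP and DsRed fluorescence is measured by plate cytometry in unstimulated transgenic mouse T cells exposed to compound for 60 minutes, then stimulated 18 hours at 37 degrees C with anti-CD3/anti-CD4 beads plus anti-CD28.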
WRN helicase inh: qHTS for Inhibitors of WRN Helicase. Bifunctional 3'-5' exonuclease/ATP-dependent helicase WRN (Homo sapiens), Q14191. WRN helicase unwinding, fluorescent forked duplex, kinetic. Potency, µM (highest dose often 114 µM), for the others: at the highest dose activity change, negative = inhibition, hits mostly inhibitors. actives 0.46% (n = 360,000); note: potency is the fitted concentration of half-maximal effect; % is set by controls: 0 for no effect and ±100 for the full control effect; nearly all actives have a fitted effect of over 55% in size
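Primary qHTS, 1536-well format. 20 nM WRN + compound, 15 min RT; start with 100 nM forked fluorophore/quencher duplex, 2 mM ATP (final); kinetic read ex 525/em 598 nm.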
PI5P4Ka inh: qHTS for Inhibitors of phosphatidylinositol 5-phosphate 4-kinase (PI5P4K); Phosphatidylinositol 5-phosphate 4-kinase type-2 alpha (Homo sapiens), P48426; PI5P4Kalpha enzyme, ADP-Glo luminescence, 60 min; hits give low values; max response, %; actives 1.2% (n = 330,000); AID 652105, 2013; active = max response of -50% or lower; inconclusive = between -30% and -50%; inactive = -30% or higher; note: value at the top dose of about 77 µM; % is set by controls: 0 for no effect and ±100 for the full control effect
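Enzyme plus substrate dispensed, test compounds pinned in, then ATP (5 microM final) added. After 60 min at RT, ADP-Glo reagent 1 for 45 min and reagent 2 for 30 min preceded luminescence imaging.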
EPAC1 agonist: qHTS for Agonist of cAMP-regulated guanine nucleotide exchange factor 3 (EPAC1): primary screen. Rap guanine nucleotide exchange factor 3 (Homo sapiens), O95398. EPAC1 agonist qHTS, biochemical assay; response scale: 100% = response to 6.5 mM cAMP. Potency, µM (top dose mostly 154 µM), without a hit: top-dose activation, actives largely listed as activators. actives 0.073% (n = 360,000); note: potency is the fitted concentration of half-maximal effect; nearly all actives have a fitted effect of over 60% in size
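Fluorescent GDP-exchange assay: 100 nM EPAC1 with 250 nM Rap1B preloaded with BODIPY-GDP and 50 uM GDP; compounds tested as concentration series, 5 min at room temperature, then read every 5 min for 30 min (ex 480/em 540 nm); normalized to 6.5 mM cAMP.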
FUS yeast rescue: qHTS for Suppressors of FUS Proteinopathy: Primary screen using FUS-linked yeast assay; S. cerevisiae FUS-expressing, growth rescue, OD600, 24 h; Potency, µM (titrated, usually from 76.6 µM), without a hit: at the highest dose growth rescue (activation), hits mostly activators; actives 0.24% (n = 390,000); AID 1347120, 2019;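 note: potency is the fitted concentration of half-maximal effect; plate controls were DMSO vehicle for no effect and reference control for full effect; nearly all actives have a fitted effect of over 55% in size; some results filed as inactive show a strong effect at the top dose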
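Toxicity suppression screen in FUS-yeast. Cells induced with 2% galactose, starting OD 0.005, treated 24hr at 30C with compounds at multiple final concentrations; growth by OD600.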
PLK1 PBD inh: qHTS for Inhibitors of PLK1-PDB (polo-like kinase 1 - polo-box domain): Primary Screen; Serine/threonine-protein kinase PLK1 (Homo sapiens), P53350; Plk1 PBD binding of FITC phosphopeptide, fluorescence polarization; Potency, µM, for the others: max response, negative = inhibition, usual class: inhibitors; actives 2.8% (n = 360,000); note: potency is the fitted concentration of half-maximal effect; series mostly up to about 57 µM; % is set by controls: 0 for no effect and ±100 for the full control effect; nearly all actives have a fitted effect of over 65% in size
aSyn rescue: qHTS of alpha-syn Inhibitors. Yeast expressing alpha-synuclein, growth rescue, BacTiter-Glo, 24 h. Potency, µM (top dose mostly 46.1 µM), for the others: at the highest dose growth rescue (activation), most hits filed as activators. AID 652106, 2013. actives 0.14% (n = 370,000); note: potency is the fitted concentration of half-maximal effect; % of control where 0% means no effect; nearly all actives have a fitted effect of over 65% in size
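Screening used galactose-induced yeast with toxic alpha-synuclein levels, exposed to compound for 24 hr at 30 deg C. Cell growth, read with BacTiter-Glo luminescence, gave the measured signal.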
* marks the source's active call; other numbers are inactive results; ? = inconclusive; . = not tested or not shown; & = joins results of further samples; [ ] = dose if it differs, or a comment. Unless noted, calls come from the whole dose curve; as a rule, active = well fitted curve in the direction sought with a large enough effect; inconclusive = small, poorly fitted or top-dose-only effect, or another doubt; inactive = no such curve, though single readings can be large; an effect the other way counts as inactive or inconclusive.

SMILES | EPAC1 antag | Abeta rescue | IL2 activator | WRN helicase inh | PI5P4Ka inh | EPAC1 agonist | FUS yeast rescue | PLK1 PBD inh | aSyn rescue
CC(OC(=O)Cc1n[nH]c(=O)c2ccccc12)C(=O)Nc1ccccc1[N+](=O)[O-] (stereo unspecified) | 10% | -6% | -1.0 | -14% | -7 | 3% | 13% | -13% | 2%
Cc1nc(C)c(-c2ccn(C(=O)NC(C)C)n2)s1 | 37%[activator] | -9% | -0.4 | -6% | -13 | 7% | 26% | -1% | -5%
CCOc1ccccc1N1CCN(CC(O)COc2ccc3c(C)cc(=O)oc3c2)CC1 (stereo unspecified) | 15% | 15% | -2.1 | -4% | . | -2% | -2% | 0% | -6%
O=S(=O)(NCC(c1ccccc1)N1CCNCC1)c1ccc(Cl)cc1 (stereo unspecified) | 1% | -8% | 1.8 | 10% | 2 | 4% | 31% | -3% | -4%
CCC(C)n1c(SCC(=O)Nc2ccc3[nH]c(=O)[nH]c3c2)nc2ccccc2c1=O (stereo unspecified) | ? | -5% | -1.6 | 1% | -50* | 5% | 33% | -22% | -9%
COCCNC(=O)C(c1ccc(Cl)cc1)N(C(=O)CCC(=O)Nc1ccccn1)C1CCCC1 (stereo unspecified) | -5% | 11% | 0.0 | 0% | 3 | -2% | 3% | 2% | 1%
COc1ccc2[nH]c(C(=O)O)c(NS(=O)(=O)c3ccc(C)cc3C)c2c1 | 1% | 13% | -3.0 | -1% | -1 | 0% | 1% | ? | 13%
CC(OC(=O)Cn1cnc2c1c(=O)n(C)c(=O)n2C)C(=O)NC1(C#N)CCCCC1 (stereo unspecified) | -18% | -10% | 1.1 | -24% | 1 | 1% | 17% | -15% | 0%
COc1ccc(Br)cc1CNC(=O)Cc1cccs1 | -4% | -4% | -7.4 | 1% | 7 | -8% | -1% | 7% | 0%
O=C(N/N=C/CCc1ccccc1)c1ccccc1 | -7% | 1% | 1.4 | -7% | 2 | -1% | 42% | -12% | -3%
Cc1cccc2nc(CSC(=N)N)c(Br)n12 | 7% | 2% | 1.6 | -3% | 4 | 4% | 2% | -14% | -1%
COC(=O)[C@@]12C[C@@H](CC(=O)N3CCN(C(=O)C4CC4)CC3)C(=O)N(Cc3ccc4c(c3)OCO4)C1=CCC(C)(C)C2 | 0% | -13% | 0.6 | 5% | 3 | -5% | ? | -14% | -2%
CC(=O)NC(c1ccc(F)c(F)c1)c1nc(-c2ccncc2)cs1 (stereo unspecified) | -7% | -28% | -0.2 | 3% | 4 | -5% | -19% | -15% | -1%
CCC(C)Oc1nc2c(c(=O)n(C)c(=O)n2C)n1C (stereo unspecified) | 29% | -6% | 0.0 | 11% | 0 | 0% | 7% | -1% | 0%
CC(=O)N(C)c1ccc(N=Nc2c(C)[nH]n(-c3ccccc3)c2=O)cc1 | 2% | 2% | 0.9 | 3% | 4 | 3% | -9% | 2% | -1%
CC(=O)N1CCN(C(=O)c2cc(S(=O)(=O)NCc3ccccc3)ccc2C)CC1 | -8% | 4% | -0.6 | 1% | -5 | -10% | 12% | 5% | 3%
Cc1cccc(Nc2nc3c(S(=O)(=O)c4ccccc4)nnn3c3ccccc23)c1 | 4% | -18% | 0.4 | 5% | -4 | -5% | . | -5% | 0%
O=C1CCC(=O)N1OCCCCOc1ccccc1 | -16% | -8%[9.22 µM] | -2.5 | -26% | 14 | 1% | -49%[inhibitor] | -5% | 2%
COc1ccc2[nH]cc(C(=O)CN3CCC(C)CC3)c2c1 | -2% | 11% | 0.4 | -14% | . | 10% | ? | -22% | -1%
O=C(CSc1nc2ccccc2c(=O)n1-c1ccccc1)Nc1ccc2c(c1)CCC2 | -15% | -8% | 0.1 | -2% | 3 | 6% | ? | -7% | 8%
CCCCn1c(N)c(N(CCC(C)C)C(=O)c2cc(CC)c(C)s2)c(=O)[nH]c1=O | 5% | 10% | 1.2 | 2% | 0 | 7% | -8% | 1% | 4%
O=C(CSc1ccccc1)NCc1cccnc1 | 7% | 11% | -2.1 | 8% | . | -2% | 29% | -19% | 1%
Cc1cccc(NC(=O)CNC(=O)c2cc(C3CC3)nn2-c2ccccc2)c1C | -3% | 16% | 0.2 | -1% | 10 | 0% | 16% | 0% | 13%
CCn1c(SCc2cccc(F)c2)nc2c(c1=O)SCC2 | -15% | -14% | -2.8 | -13% | 2 | -4% | 4% | -1% | 9%
Clc1cccc(Sc2ccc(-c3ccccn3)s2)c1 | -4% | 8% | -0.9 | -6% | 26 | 8% | 9% | -3% | -13%

Individual results from the list:
Result for CCC(C)n1c(SCC(=O)Nc2ccc3[nH]c(=O)[nH]c3c2)nc2ccccc2c1=O (stereo unspecified) in Abeta rescue: -5%
Result for COc1ccc(Br)cc1CNC(=O)Cc1cccs1 in PLK1 PBD inh: 7%

(listing goes on)
SMILES | EPAC1 antag | Abeta rescue | IL2 activator | WRN helicase inh | PI5P4Ka inh | EPAC1 agonist | FUS yeast rescue | PLK1 PBD inh | aSyn rescue
COc1ccc(NC(=S)NC(NC(=O)CCl)C(Cl)(Cl)Cl)c([N+](=O)[O-])c1 (stereo unspecified) | -6% | 1% | -0.9 | 6% | -55* | 6% | 17% | 12µM* | -2%
C=C1C[C@H](O[C@@H]2O[C@H](CO)[C@@H](O)[C@H](O)[C@H]2O)[C@@H]2[C@H](OC(=O)[C@H]2C)[C@H]2[C@H](C)[C@H](O)C[C@@H]12 | -1% | 5% | -0.5 | 4% | -1 | -11% | -3% | 2% | 6%
CCOc1ccccc1NC(=O)CCCc1nc2ccccc2c(=O)[nH]1 | 2% | 5% | 1.2 | -3% | . | -6% | 17% | -26% | -17%
COC(=O)c1ccc(=O)n(CC(=O)c2ccc(Cl)cc2)c1 | 0% | 5% | -0.2 | -1% | -6 | 11% | 5% | -3% | 0%
CC1CCN(CCCOc2ccc(Cl)cc2Br)CC1 | -10% | -14% | -0.6 | 4% | 4 | -7% | 6% | -1% | 7%
Cc1cc(C)n2nc(C)c(-c3ccccc3)c2n1 | -9% | 6% | 0.5 | 5% | -5 | 8% | -29% | 4% | 6%
NCCOc1ccc(C2CCCCC2)cc1 | -17% | -37% | -4.3 | -4% | 29 | 0% | 17% | -3% | -6%
CCOC(=O)c1c(C)[nH]c(C)c1S(=O)(=O)N(C)CC(=O)NCc1ccc(C)cc1 | -2% | -6%&-4% | -2.8 | 2% | 11 | 8% | 3%&18% | -6% | -1%
Cc1ccccc1NNC(N)=S | -17% | 0% | -6.3 | -12% | -26 | 6% | -31% | -16% | -2%
COc1ccc2cc(-c3ccon3)ccc2c1 | 0% | 4% | 1.3 | 4% | 0 | 9% | 6% | 7% | 7%
Cc1nn(CC(=O)Nc2cccc(S(N)(=O)=O)c2)c(C)c1[N+](=O)[O-] | -9% | 13% | -0.6 | -6% | -5 | 10% | -9% | 0% | -12%
COc1ccc2[nH]c(=O)c(CN(Cc3nnnn3Cc3ccco3)C3CCCCC3)cc2c1 | ? | -1% | 0.4 | ? | -59* | 1% | ? | ? | 4%
CCOC(=O)[C@]12CCC=C1N(Cc1ccccc1)C(=O)[C@H](CC(=O)NCC1CCCCC1)C2 | -14% | 2% | -0.2 | -2% | 3 | 8% | 45% | -8% | 6%
Cn1c(SCC(=O)N/N=C/C=C\c2ccco2)nc2ccccc21 | ? | 10% | -2.2 | ? | ? | 3% | ? | ? | 4%
Cc1nn(CC(=O)NCc2ccccc2F)c(C)c1[N+](=O)[O-] | -12% | -10% | -1.0 | -7%[57.1 µM] | 4 | -3% | -3% | -2% | 7%
CN(C)S(=O)(=O)c1cc(C(=O)NCc2ccccc2)c(Cl)cc1Cl | -22% | 9% | -0.7 | -3% | 0 | 1% | 8% | -8% | -2%
O=C(c1ccco1)N1CCCSC1=Nc1ccccc1 | 4% | 5% | -0.2 | 11% | . | 6% | 17% | -12% | -2%
O=C1CCN2C=Nc3cccc4ccc1c2c34 | 297%[activator] | -12% | 18 | -15%[57.1 µM] | 2 | 63µM* | 17% | 3.8µM* | 7%
N/C(=N\OC(=O)Cc1ccccc1[N+](=O)[O-])c1ccncc1 | -1% | 27% | 0.2 | 2% | 2 | -3% | . | -6% | 4%
Cc1cccc(NC(=O)C2CCN(S(=O)(=O)c3ccc4c(c3)NC(=O)CO4)CC2)c1C | -11% | 6% | 0.8 | 0% | -1 | -8% | 35% | -7% | -1%
Cc1ccc(SCC(=O)NCc2ccc(F)cc2)cc1 | -10% | -7% | 1.4 | 6% | -6 | -3% | -7% | -2% | 3%
Cc1ccc(Nc2nc(CSc3n[nH]c(N)n3)cs2)cc1 | 0% | -17% | 0.4 | 3% | -11 | 12% | 1% | -17% | -4%
CCCCSc1nc2[nH]ncc2c(=O)[nH]1 | -8% | 11% | -0.5 | -5% | -11 | 1% | . | -4% | 1%
Cc1ccc(S(=O)(=O)N(CC(O)CN2C(=O)NC(C)(C)C2=O)c2ccccc2)cc1 (stereo unspecified) | 5% | -2% | 1.1 | 2% | -2 | -10% | 12% | 1% | 1%

Whole records from above. Screens in order: EPAC1 antag, Abeta rescue, IL2 activator, WRN helicase inh, PI5P4Ka inh, EPAC1 agonist, FUS yeast rescue, PLK1 PBD inh, aSyn rescue
CCOC(=O)[C@]12CCC=C1N(Cc1ccccc1)C(=O)[C@H](CC(=O)NCC1CCCCC1)C2 reads -14%, 2%, -0.2, -2%, 3, 8%, 45%, -8%, 6%
COC(=O)c1ccc(=O)n(CC(=O)c2ccc(Cl)cc2)c1 reads 0%, 5%, -0.2, -1%, -6, 11%, 5%, -3%, 0%

Screening data from PubChem.
